Bioassay records as filed in PubChem.
NOD1 inhibition = inhibition of NOD1-driven NF-kB reporter – cell-based, luminescence, uHTS, primary screen (AID 1578); NOD1-driven NF-kB luciferase reporter cells, luminescence; higher % means a stronger effect; one-dose inhibition, % at 4 µM; EC50 in µM for titrated hits; 1% of 290,000 active; in the data active means inhibition mostly above about 36%, no sharp cut-off; inactive means mostly below about 34%;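 further: HEK-293T reporter cells stimulated with the NOD1 agonist gamma-tri-DAP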
KOR beta-arrestin-1 = kappa opioid receptor activators – cell-based, luminescence, uHTS, primary screen (AID 1777); KOR beta-arrestin recruitment, luminescence; higher % means a stronger effect; one-dose activation, % at 10 µM; EC50 in µM for titrated hits; 0.02% of 280,000 active; in the data active means activation above about 50%, passing the limit was not always enough; further: a part of the inactive calls stands beside numbers as strong as those of hits
GPR55 antagonists = inhibition of LPI-stimulated GPR55 beta-arrestin translocation – imaging, U2OS, beta-arrestin-GFP, LPI agonist, primary screen (AID 2013); 0.13% of 290,000 active; U2OS GPR55 beta-arrestin-GFP translocation imaging, LPI antagonism; higher % means a stronger effect; inhibition, % at 10 µM, or IC50 in µM where a hit was titrated;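 active means spots per cell inhibited over 60%, with over 100 cells counted and total cytoplasm intensity under 500,000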;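 further: U2OS cells stably carrying GPR55 and arrestin-GFP stimulated by 5 µM LPI near EC80; imaged beta-arrestin-GFP aggregate spots per cell after agonist stimulation; plate controls were LPI-stimulated DMSO wells for no effect and DMSO wells without LPI for full effect; some results filed as inactive read as strong as hits; confirmed hits need IC50 under 10 µM and bright autofluorescent wells are also inconclusive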
Myeloid diff MLP = compounds promoting myeloid differentiation; 1% of 360,000 active; AID 624256; ER-HoxA9 myeloid progenitors, lysozyme-GFP differentiation, flow cytometry; calls only at 10 µM;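 active means normalized GFP-positive differentiation at or above the plate's own cutoff, the solvent-only control mean plus 3 SD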;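 further: cells exposed to compound for four days before flow analysis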
HIV peptide binding = cell-free HIV fusion peptide-binding blockers – biochemical, uHTS, fluorescence dequenching, primary screen (AID 1986). 0.3% of 290,000 active. inhibition, % at 20 µM, or IC50 in µM where a hit was titrated. cell-free peptide binding, fluorescence dequenching, 30 min; higher % means a stronger effect; in the data active means inhibition mostly above about 52%, no sharp cut-off; inactive means mostly below about 76%; further: some results filed as inactive read as strong as hits
GPR55 activation = selective activators of receptor GPR55 – imaging, U2OS cells, beta-arrestin-GFP redistribution, primary screen (AID 1961) | one-dose activation, % at 10 µM; EC50 in µM for titrated hits | 0.048% of 290,000 active | U2OS GPR55 beta-arrestin-GFP redistribution imaging; higher % means a stronger effect;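 active means activation above 40% with more than 50 cells counted in the well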;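 further: U2OS osteosarcoma cells stably expressing GPR55 and beta-arrestin-GFP; plate controls were DMSO negative control for no effect and LPI positive control for full effect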
KOR beta-arrestin-2 = KOR antagonists, beta-arrestin recruitment, cell-based, luminescence, uHTS (AID 1778). 0.091% of 290,000 active. inhibition, % at 10 µM; hits with a dose series show IC50 in µM. KOR beta-arrestin recruitment, luminescence, antagonist mode; higher % means a stronger effect; further: strong numbers were not always called active
HEK293 NOD2/NF-kB = inhibition of NOD2-driven NF-kB reporter – cell-based, luminescence, uHTS, HEK293 (AID 1566); HEK293 NOD2/NF-kB luciferase reporter, luminescence; higher % means a stronger effect; inhibition, % at 4 µM; hits with a dose series show EC50 in µM; 0.63% of 290,000 active; further: many of its hits are not listed in these tables
GPR35 arrestin U2OS = inhibition of zaprinast-stimulated GPR35 beta-arrestin translocation – imaging, U2OS, beta-arrestin-GFP, zaprinast agonist, primary screen (AID 2058) | U2OS GPR35 beta-arrestin-GFP translocation imaging, zaprinast antagonism; higher % means a stronger effect | inhibition, % at 10 µM, or IC50 in µM where a hit was titrated | 0.052% of 290,000 active;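 active means inhibition of at least 50% with at least 30 cells and total cytoplasm GFP at most 10,000,000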
Myeloid diff MLP GFP+ MAC1+ % = further read-out of Myeloid diff MLP, marked with its call; GFP+ MAC1+ double positive, %; measured here: differentiation confirmed by MAC1 staining
* hit, by the source's call; i = inactive; x = not tested or not shown; [ ] = dose if it differs, or a comment. Unless noted, no stated cut-off is given here; in the data, active means inhibition above about 50%; inactive means the rest. The list is partial; the hit share may differ from the screen's.

structure	NOD1 inhibition	KOR beta-arrestin-1	GPR55 antagonists	Myeloid diff MLP	Myeloid diff MLP GFP+ MAC1+ %	HIV peptide binding	GPR55 activation	KOR beta-arrestin-2	HEK293 NOD2/NF-kB	GPR35 arrestin U2OS
COc1ccc(/C=C2\CCn3c2nc2cc(C(=O)O)ccc2c3=O)cc1OC	8%	0.1%	3%	i	0.3	5.7%	-0.1%	x	-14%	8%
COc1ccc(/C=C/C(=O)c2cc(Br)ccc2O)cc1OC	-65%	-5.7%	2%	i	0.8	-1.9%	-0.1%	16%	-12%	-1%
Cc1nnc(NC(=O)CSc2ccc([N+](=O)[O-])cn2)s1	-49%	-2.5%	11%	i	0.8	0.3%	-0.2%	-12%	14%	-2%
CCn1c(=O)c(C(=O)NCCNCCO)c(O)c2ccccc21	-1%	-2.3%	11%	i	0.4	1.5%	0.6%	7%	14%	4%
O=[N+]([O-])c1cccc(Oc2cnccn2)c1	6%	-1.3%	-9%	i	0.5	2.9%	-0.1%	9%	-3%	-8%
CN(C)S(=O)(=O)c1cccc(NC(=O)CCc2c[nH]c3ccccc23)c1	-15%	-1.0%	10%	i	0.6	0.0%	-0.5%	-7%	6%	-8%
COc1ccc(/C=C2\SC(=O)N(CCC(=O)N3CCN(C)CC3)C2=O)cc1	-22%	0.3%	-19%	i	0.3	1.7%	-0.2%	6%[20 µM]	7%	1%
CCOC(=O)C1CCN(C(=O)COc2ccc3c(c2)OCO3)CC1	-12%	-1.2%	7%	i	1.2	-1.5%	0.2%	-4%	8%	-2%
Cc1ccc(OCc2cc(C(=O)N(C)Cc3cnc4ccccn34)no2)cc1C	15%	-2.8%	10%	i	4.6	1.6%	-0.2%	-12%	24%	2%
CC(C(=O)Nc1cccc([N+](=O)[O-])c1)N(c1ccccc1)S(C)(=O)=O (stereo unspecified)	x	-2.7%	8%	i	0.1	2.7%	0.1%	-12%	x	0%
Cc1cc(/C=N/NC(=O)c2cccnc2)c(C)n1CC(C)C	-53%	2.0%	-18%	i	0.2	-1.5%	-0.2%	-4%	-86%	3%
CCOC(=O)c1cnc2c(c(C3CC3)nn2C)c1N1CCOCC1	-7%	-5.9%	7%	i	0.2	0.7%	-0.1%	-8%	12%	-10%
CCc1c(C(=O)Nc2ccc(S(=O)(=O)N3CCOCC3)cc2)csc1C	18%	1.8%	-6%	i	3.1	-0.6%	-0.1%	-7%	3%	-5%
COC(=O)CNC(=O)c1ccccc1F	-6%	-7.0%	-10%	i	1.9	7.4%	-0.1%	7%	17%	-2%
O=C(O)CCCC(=O)Nc1ccccc1C(=O)O	-7%	2.6%	32%	i	6.6	1.1%	-0.1%	-11%	15%	18%
COc1cccc(CN2CCSCC2)c1OC	-35%	4.0%	6%	i	0.2	-0.1%	0.0%	-26%[20 µM]	6%	1%
Cc1nn(CC2CC2)c(=O)n1N(C)c1ncc(C(F)(F)F)cc1Cl	-32%	-3.6%	1%	i	1.0	0.2%	0.0%	23%	-3%	-8%
CC(C)(C)Cc1nnc(NS(=O)(=O)Cc2ccccc2)s1	-2%	3.4%	-11%	i	1.1	2.8%	0.1%	-23%	-1%	-7%
CCOc1cc(/C=N/NC(=O)CNc2cccc(C)c2)ccc1OC(=O)c1ccccc1	-5%	0.7%	3%	i	1.3	-0.6%	0.3%	-12%	-4%	-8%
c1ccc(CSc2ncnc3ccccc23)cc1	-1%	-5.2%	4%	i	0.8	-1.1%	0.4%	3%	6%	-12%

Profiles, quoted from the list. Screens in order: NOD1 inhibition	KOR beta-arrestin-1	GPR55 antagonists	Myeloid diff MLP	Myeloid diff MLP GFP+ MAC1+ %	HIV peptide binding	GPR55 activation	KOR beta-arrestin-2	HEK293 NOD2/NF-kB	GPR35 arrestin U2OS
COc1ccc(/C=C/C(=O)c2cc(Br)ccc2O)cc1OC is listed with -65%	-5.7%	2%	i	0.8	-1.9%	-0.1%	16%	-12%	-1%
COC(=O)CNC(=O)c1ccccc1F is listed with -6%	-7.0%	-10%	i	1.9	7.4%	-0.1%	7%	17%	-2%

As a short view, part of the list above:
structure	NOD1 inhibition	KOR beta-arrestin-1	GPR55 antagonists	Myeloid diff MLP	Myeloid diff MLP GFP+ MAC1+ %	HIV peptide binding	GPR55 activation	KOR beta-arrestin-2	HEK293 NOD2/NF-kB	GPR35 arrestin U2OS
COc1ccc(/C=C2\CCn3c2nc2cc(C(=O)O)ccc2c3=O)cc1OC	8%	0.1%	3%	i	0.3	5.7%	-0.1%	x	-14%	8%
COc1ccc(/C=C/C(=O)c2cc(Br)ccc2O)cc1OC	-65%	-5.7%	2%	i	0.8	-1.9%	-0.1%	16%	-12%	-1%
Cc1nnc(NC(=O)CSc2ccc([N+](=O)[O-])cn2)s1	-49%	-2.5%	11%	i	0.8	0.3%	-0.2%	-12%	14%	-2%
CCn1c(=O)c(C(=O)NCCNCCO)c(O)c2ccccc21	-1%	-2.3%	11%	i	0.4	1.5%	0.6%	7%	14%	4%
O=[N+]([O-])c1cccc(Oc2cnccn2)c1	6%	-1.3%	-9%	i	0.5	2.9%	-0.1%	9%	-3%	-8%
CN(C)S(=O)(=O)c1cccc(NC(=O)CCc2c[nH]c3ccccc23)c1	-15%	-1.0%	10%	i	0.6	0.0%	-0.5%	-7%	6%	-8%
COc1ccc(/C=C2\SC(=O)N(CCC(=O)N3CCN(C)CC3)C2=O)cc1	-22%	0.3%	-19%	i	0.3	1.7%	-0.2%	6%[20 µM]	7%	1%
CCOC(=O)C1CCN(C(=O)COc2ccc3c(c2)OCO3)CC1	-12%	-1.2%	7%	i	1.2	-1.5%	0.2%	-4%	8%	-2%
